Screening data (PubChem)
MBD2 inh – blocks human MBD2 binding to methylated DNA. actives 0.31% (n = 370,000). inhibition, % at 4.4 µM. Q9UBB5. AID 686964. TR-FRET, MBD2 binding to methylated oligonucleotide; in the data active = inhibition above about 13%
Target sequence (Q9UBB5 whole entry, looked up): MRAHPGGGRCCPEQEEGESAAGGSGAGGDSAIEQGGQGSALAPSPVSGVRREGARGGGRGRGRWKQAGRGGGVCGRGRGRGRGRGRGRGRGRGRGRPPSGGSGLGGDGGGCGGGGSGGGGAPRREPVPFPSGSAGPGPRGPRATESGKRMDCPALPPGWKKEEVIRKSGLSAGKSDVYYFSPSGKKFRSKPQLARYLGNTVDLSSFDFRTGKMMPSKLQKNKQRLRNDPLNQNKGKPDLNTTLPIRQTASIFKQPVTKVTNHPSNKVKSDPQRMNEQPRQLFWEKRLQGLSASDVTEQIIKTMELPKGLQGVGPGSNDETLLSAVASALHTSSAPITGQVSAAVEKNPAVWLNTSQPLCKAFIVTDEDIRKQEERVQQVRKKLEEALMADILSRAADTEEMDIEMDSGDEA
HTRA1 inhibitor – HTRA1 (human) protease inhibition | AID 504803 | recombinant HTRA1, FP-rhodamine activity-based probe, fluorescence polarization | actives 0.5% (n = 340,000) | inhibition, % at 5.96 µM | Q92743; in the data active = inhibition above about 36%;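 also: 0% = enzyme with DMSO and 100% = wells lacking enzyme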
NPR1 activator – GC-A (human) enzyme activation | HEK293 GC-A cells, cGMP TR-FRET, EC30 ANP; 0% at EC30 ANP, 100% saturating ANP | activation, % at 10 µM | actives 0.14% (n = 370,000); in the data active = activation above about 40%
ABHD4 inh – inhibitors of mouse ABHD4 | purified mABHD4, FP-Rh probe fluorescence polarization | inhibition, % at 8.92 µM | actives 0.54% (n = 370,000) | AID 720543;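 active = inhibition exceeding the mean over every tested compound plus 3 SD, cut at about 30% in these data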;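 also: 0% = plate median of compound wells and 100% = S159A mutant with DMSO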
Target sequence (Q8VD66 whole entry, looked up): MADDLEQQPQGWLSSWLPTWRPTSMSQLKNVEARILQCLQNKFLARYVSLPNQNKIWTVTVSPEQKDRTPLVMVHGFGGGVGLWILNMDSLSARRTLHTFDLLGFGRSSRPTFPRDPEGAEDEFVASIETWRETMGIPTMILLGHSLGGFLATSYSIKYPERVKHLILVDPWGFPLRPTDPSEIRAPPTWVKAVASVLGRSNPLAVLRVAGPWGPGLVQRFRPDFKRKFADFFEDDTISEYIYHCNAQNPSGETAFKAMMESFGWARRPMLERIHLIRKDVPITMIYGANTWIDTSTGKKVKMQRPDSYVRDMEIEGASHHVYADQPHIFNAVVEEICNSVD
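Test system: mouse ABHD4 enzyme, wild type. Reagent: FP-Rh fluorescent activity-based probe, added after compound pre-incubation. Timing: pre-incubation 45 min, probe exposure 60 min, at 25 °C. Technique: FP readout, ex 525 nm / em 598 nm. Benchmarks: high control S159A mutant with DMSO, low control median of compound wells.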
SIAE inh – blocks human sialic acid acetylesterase; SIAE FP-Rh probe binding, fluorescence polarization; inhibition, % at 9.66 µM; actives 0.69% (n = 370,000);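 active = inhibition above a cutoff: mean of compounds within the control limits plus 3 SD of those, cut at about 17% in these data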;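 also: 0% = plate median of compound wells and 100% = probe without SIAE protein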
TCR-CD3 inh – human TCR-CD3 binding inhibition | AID 651800 | actives 0.37% (n = 360,000) | inhibition, % at 9.4 µM | TAMRA-labeled TCR probe fluorescence, biochemical; in the data active = inhibition above about 19%;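 also: recombinant mutant TCR 2C K166C tagged with TAMRA read by polarization; 0% = receptor in buffer alone and 100% = receptor with positive control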
PRMT1 FP inh – blocks human protein arginine methyltransferase 1. actives 1.3% (n = 370,000). recombinant PRMT1, activity-based probe fluorescence polarization. Q99873. inhibition, % at 2.79 µM;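 active = inhibition above about 21% made by adding two undisclosed values, limit read from the data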
Target sequence (Q99873 whole entry, looked up): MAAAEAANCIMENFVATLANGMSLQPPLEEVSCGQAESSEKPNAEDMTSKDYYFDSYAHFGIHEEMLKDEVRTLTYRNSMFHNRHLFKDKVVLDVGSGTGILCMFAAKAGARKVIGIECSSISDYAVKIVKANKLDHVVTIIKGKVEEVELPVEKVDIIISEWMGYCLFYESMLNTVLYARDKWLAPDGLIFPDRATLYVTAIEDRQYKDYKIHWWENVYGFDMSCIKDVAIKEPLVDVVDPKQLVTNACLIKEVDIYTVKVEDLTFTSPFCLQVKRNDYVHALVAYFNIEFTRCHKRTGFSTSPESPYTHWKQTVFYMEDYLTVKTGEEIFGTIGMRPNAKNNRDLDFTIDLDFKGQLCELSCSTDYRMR
rCAG binder – molecules binding r(CAG) RNA repeats. inhibition, % at 3 µM. r(CAG) RNA repeat, TO-PRO-1 dye displacement fluorescence. AID 651821. actives 1.3% (n = 370,000);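 active = inhibition above the plate cutoff, the mean of all test compounds on that plate plus 3 SD, cut at about 35% in these data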;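 also: 0% = DMSO alone and 100% = 100 µM mitoxantrone as full dye displacement; higher means more dye released from RNA so lower well fluorescence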
NPR2 activator – GC-B (human) receptor activation. P20594. activation, % at 10 µM. actives 0.11% (n = 370,000). HEK293-GC-B cells, CNP EC30, cGMP TR-FRET; 0% at EC30 CNP, 100% saturating CNP;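 active = activation at 10 µM reaching about 35% in either raw or pattern-adjusted values, limit read from the data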
UHRF1 MBD2 ctr – UHRF1 methyl-DNA binding inhibition. actives 0.75% (n = 370,000). inhibition, % at 4.4 µM. Q96T88. UHRF1 binding to methylated oligo, TR-FRET. AID 687016; in the data active = inhibition above about 21%;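 also: UHRF1 SRA domain binding a hemimethylated CpG hairpin DNA probe; 0% = median of test compound wells and 100% = reference inhibitor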
* hit, by the source's call; · = not tested or not shown. This is a subset, so the mix of outcomes need not match the whole.

canonical_smiles	SIAE inh	PRMT1 FP inh	rCAG binder	MBD2 inh	UHRF1 MBD2 ctr	HTRA1 inhibitor	ABHD4 inh	NPR2 activator	TCR-CD3 inh	NPR1 activator
OC(CNCCNc1ncccc1C(F)(F)F)COc1ccc(F)cc1 (stereo unspecified)	-3	-2	-5	-2	-1	-4	-3	-7	2	-7
CC(C)C[C@H](N)c1nnc(S(=O)(=O)Cc2cccc(F)c2)o1	6	1	5	0	-1	-3	-5	·	3	·
N#Cc1c(N)c(C(=O)c2ccc(Br)cc2)n2c1CCC2	1	-3	2	-5	-1	-1	2	-1	-4	-9
O=[N+]([O-])c1ccccc1COc1ccc(Cl)c2cccnc12	-4	-3	3	1	-1	2	4	-10	-2	-12
CN(CC(=O)Nc1ccccc1Br)C(=O)c1cc(S(=O)(=O)N(C)C)ccc1N1CCCC1	-3	-4	1	1	1	-2	-3	-4	2	1
FC(F)c1nc2ccccc2[nH]1	5	-2	-1	-2	-1	1	4	-1	1	-3
COc1ccccc1NS(=O)(=O)c1cc(N/C(=N\S(=O)(=O)c2ccccc2)c2ccc(F)cc2)ccc1Cl	-121	3	18	-1	4	-67	-71	-1	-4	-6
CN(CC(=O)N1CCN(Cc2ccccc2)CC1)C(=O)Cc1ccc(Cl)c(Cl)c1	3	6	0	0	2	7	-9	6	-4	1
O=C(CSc1ccc(Br)cc1)N1CCN(S(=O)(=O)c2ccccc2)CC1	3	-1	-5	-4	-1	-7	14	-2	9	-6
COc1ccccc1C(=O)NNC(=O)c1ccncc1	6	-5	1	-4	-2	6	-5	4	-3	-2
Cc1noc(C)c1COc1cccc(C(=O)OCC(=O)NC(=O)c2ccc(OC(F)F)cc2)c1	0	-1	2	-2	1	-3	2	-1	5	4
Cc1ccc(NC(=O)CCNS(=O)(=O)c2ccc3[nH]c(=O)oc3c2)c(C)c1	5	-2	5	-3	-2	1	-1	3	7	5

(continued)
canonical_smiles	SIAE inh	PRMT1 FP inh	rCAG binder	MBD2 inh	UHRF1 MBD2 ctr	HTRA1 inhibitor	ABHD4 inh	NPR2 activator	TCR-CD3 inh	NPR1 activator
CC(=O)c1cccc(N(CC(=O)N2CCCC2)S(C)(=O)=O)c1	-6	2	2	4	-2	-1	11	1	-3	2
CC(C)CCOc1ccc(C2=NNC(=O)CC2)cc1	-2	1	-4	1	2	-1	-4	-2	6	2
CCOc1ccc(NC(=O)CC2C(=O)N(c3ccccc3)C(=O)N2CCOC)cc1 (stereo unspecified)	-5	-4	2	1	-3	4	3	4	1	2
CC1CCCC(C)N1c1nnc(N)s1 (stereo unspecified)	1	-2	4	2	2	1	-6	1	1	3
CCc1c(C)nc(N2CCN(c3ccc(OC)cc3)CC2)[nH]c1=O	-2	-1	-2	4	-1	2	4	-5	-6	-8
O=C(O)CC1NC(=S)N(c2ccccc2)C1=O (stereo unspecified)	-5	-1	5	-2	0	-5	-1	-1	7	-1
C=CCC[C@@H](Cc1ccc(F)cc1)C(=O)OC[C@@H](C)NC(=O)[C@H](CC=C)CC(=O)N(CCO)Cc1ccccc1	-2	2	-5	-3	2	-19	-4	-15	-2	-12
CC(=O)Nc1ccc(/C=N/NC(=O)CNC(=O)c2ccccc2)cc1	-6	-2	0	2	-2	-6	-4	1	0	2
NS(=O)(=O)c1ccc(SCc2ccccc2)nc1	-1	2	0	2	0	-2	5	1	0	4
Cc1ccc(-c2csc(N(CC3CCCO3)C(=O)c3ccco3)n2)cc1 (stereo unspecified)	-5	2	5	3	8	-39	1	-3	-2	15
COCCNc1c2c(nc3c(-c4ccccc4)c(C)nn13)CCC2	3	2	-9	-2	0	2	-3	-14	-5	-2
O=C(C1CCCC1)N1CCN(S(=O)(=O)c2ccc(Cl)cc2)CC1	14	-1	-4	-6	-2	5	7	-1	6	-2

The final three compounds of the part above come first, to join the parts.
canonical_smiles	SIAE inh	PRMT1 FP inh	rCAG binder	MBD2 inh	UHRF1 MBD2 ctr	HTRA1 inhibitor	ABHD4 inh	NPR2 activator	TCR-CD3 inh	NPR1 activator
Cc1ccc(-c2csc(N(CC3CCCO3)C(=O)c3ccco3)n2)cc1 (stereo unspecified)	-5	2	5	3	8	-39	1	-3	-2	15
COCCNc1c2c(nc3c(-c4ccccc4)c(C)nn13)CCC2	3	2	-9	-2	0	2	-3	-14	-5	-2
O=C(C1CCCC1)N1CCN(S(=O)(=O)c2ccc(Cl)cc2)CC1	14	-1	-4	-6	-2	5	7	-1	6	-2
Cc1occc1C(=O)N1CCN(c2ccc(Cl)cc2)CC1	-1	-1	-5	-1	0	-1	3	2	-6	5
Cc1cc(NC(=O)CSc2nc3c(c(=O)n2C)SCC3)no1	1	1	1	-1	-3	1	-1	-2	9	1
Cn1c(=O)[nH]c(=O)c2c1nc(NCc1ccccc1)n2CCCc1ccccc1	6	-3	-4	2	0	2	-5	8	7	9
COc1ccccc1-c1cnc(C(O)c2ccc(CN3CCCC3)cc2)[nH]1 (stereo unspecified)	7	-4	4	-8	-2	·	3	-1	0	0
CCOC(=O)c1c(-c2ccc(OC)cc2)csc1NC(=O)CCN1CCOCC1	-3	2	-4	7	-1	-2	10	1	2	3
O=c1ccc(-c2ccc(S(=O)(=O)NCC3CCN(Cc4cccc(F)c4)CC3)s2)n[nH]1	2	-3	5	-8	-2	-7	-4	-4	8	-14
CC(=O)CCn1c(=O)n(CCC(C)=O)c(=O)n(CCC(C)=O)c1=O	0	-4	5	-1	3	3	0	-1	0	-3
O=C(Nc1ccc(/C=C/c2nc3ccccc3o2)cc1)c1ccc(F)cc1	-8	-1	4	5	-2	-28	-18	-2	-6	0
NC(=S)Nc1ccc(Oc2ccc(NC(N)=S)cc2)cc1	10	0	-2	4	-1	-2	-4	-4	3	1
S=C(Nc1ccc(Cl)cc1)N1CCCC1	1	-1	1	4	0	0	10	-2	2	3
O=C(COc1ncnc2sccc12)Nc1cccc(S(=O)(=O)N2CCCC2)c1	-2	3	10	4	2	-1	3	-6	-6	0
CCCCOc1ccc(CSC(CC(=O)O)C(=O)O)cc1 (stereo unspecified)	2	-3	3	4	-1	-2	0	8	1	0

Following part
canonical_smiles	SIAE inh	PRMT1 FP inh	rCAG binder	MBD2 inh	UHRF1 MBD2 ctr	HTRA1 inhibitor	ABHD4 inh	NPR2 activator	TCR-CD3 inh	NPR1 activator
CN1CCN(CCCn2cnc3c(=O)oc4ccccc4c32)CC1	-3	0	-1	6	7	1	-3	·	-3	·
Cn1c(SCC(=O)NCCc2ccccc2)nnc1-c1ccco1	2	-2	-2	5	0	2	5	·	7	·
Cc1cc(=O)oc2cc(NC(=O)c3cc4ccccc4o3)ccc12	-2	1	3	1	0	·	2	-16	11	-4
Cc1ccc(CN2C(=O)N/C(=C/c3ccc(-c4ccc(C(=O)O)cc4)o3)C2=O)cc1	-2	13	20	4	16	-5	5	-2	0	-3
Cc1cccc(Nc2nc(N)nc(N)c2N=O)c1	-8	0	2	-18	-16	6	5	-7	4	-1
O=C(Cc1cccc(NC(=O)C2CCCN(C(=O)c3ccccc3)C2)c1)Nc1cccc(C(=O)N2CCOCC2)c1 (stereo unspecified)	-2	4	1	2	3	3	6	3	5	3
COCCCNc1ccn2nc(-c3cccc(OCc4ccccc4)c3)cc2n1	-9	3	5	6	2	·	-34	-11	-1	-11
C=CCSc1nc(-c2ccccc2)c(C#N)c(=O)[nH]1	5	5	13	1	2	-11	-4	-2	-1	4
Nc1cc2c(cc1C(=O)c1ccc(Cl)cc1)OCCO2	11	1	-1	-2	1	-2	-1	-1	0	3
COc1ccccc1-c1cnc(C(O)c2ccc(Cl)c(Cl)c2)[nH]1 (stereo unspecified)	-1	3	3	0	3	·	-7	5	-4	-3
Nc1ccccc1NC(=O)c1ccccc1N	4	1	2	1	0	-11	7	-1	-3	2
COC(=O)C1=C(CSc2nncn2C)NC(=O)NC1c1cc(C)ccc1C (stereo unspecified)	-5	-1	-2	6	-1	-1	4	3	2	-1

Following part:
canonical_smiles	SIAE inh	PRMT1 FP inh	rCAG binder	MBD2 inh	UHRF1 MBD2 ctr	HTRA1 inhibitor	ABHD4 inh	NPR2 activator	TCR-CD3 inh	NPR1 activator
Cc1cc(NC(=O)c2nn(C)c(C)c2Br)no1	-2	-1	-2	-5	-1	-3	4	4	8	-5
O=c1[nH]cnc2sc3c(c12)CCN(Cc1ccccc1)C3	8	6	-1	-6	-1	-2	4	-3	-3	3
COc1ccc2oc(N)nc2c1	6	1	1	2	2	8	-1	-2	-4	-3
COC(CNC(=O)c1ccc(CS(=O)(=O)c2ccc(C)cc2)o1)OC	-1	8	-3	2	1	0	-1	-4	-2	2
COC(=O)CSc1n[nH]c(-c2cccnc2)n1	-7	0	0	-6	1	6	-5	2	16	2
CC[C@@]1(C(=O)OC)N[C@H](CN(C)C(C)=O)[C@@H]2C(=O)N(Cc3ccccc3)C(=O)[C@@H]21	-3	1	1	-1	-1	8	6	3	0	2
CCc1nn(CC(=O)NCCC(C)C)c(=O)c2cc3c(OC)cccc3n12	1	-3	-4	-6	-4	5	1	1	5	-2
Cc1cc(C)c(-c2c(N)cc(Br)cc2Br)c(N)c1	0	2	1	-5	-2	19	3	-7	12	-6
CC(=O)c1ccc(S(=O)(=O)N(Cc2cc3cc4c(cc3[nH]c2=O)OCCO4)CC2CCCO2)cc1 (stereo unspecified)	-3	0	0	-2	-4	-1	-4	6	1	-3
C#CCNC(=O)C[C@H]1C[C@@]2(C(=O)OC)C(=C[C@H](COCc3ccccc3)O[C@@H]2C)N(CCc2ccc(OC)c(OC)c2)C1=O	-2	-2	4	-2	2	·	2	2	·	5
Cc1c(NS(=O)(=O)c2cc(C(=O)N(C)Cc3ccccc3)ccc2Cl)c(=O)n(-c2ccccc2)n1C	5	11	6	3	0	-4	-2	3	5	-5
Cc1ccc(C(C)C)c(OCCn2c(=O)oc3ccccc32)c1	-1	0	-4	-6	0	-36	-16	-5	4	-3

New compounds follow
canonical_smiles	SIAE inh	PRMT1 FP inh	rCAG binder	MBD2 inh	UHRF1 MBD2 ctr	HTRA1 inhibitor	ABHD4 inh	NPR2 activator	TCR-CD3 inh	NPR1 activator
CC(C)N(C(=O)NC(=O)NCC1CCCO1)S(C)(=O)=O (stereo unspecified)	3	4	0	4	2	5	-5	-3	-2	0
Clc1cccc(-c2nc3ccc(Br)cn3c2Cc2ccsc2)c1	6	9	30	4	9	·	-8	-6	6	-4
CC(=O)c1ccc(CCCCc2ccc(C(C)=O)cc2)cc1	5	0	1	-6	3	-6	-11	-7	-9	0
CS(=O)(=O)Nc1nnc(Cc2ccccc2)s1	-3	-1	7	-4	-1	1	-2	6	6	2
CCCOc1ccc(CC(=O)NCc2ccco2)cc1OC	0	6	3	-3	-3	5	-3	3	7	-4
CCCCc1cc(C)c(S(=O)(=O)c2ccccc2C)c(=O)[nH]1	-2	-4	-4	2	-2	3	2	3	8	-1
CC(=O)Nc1ccc(C(=O)Nc2cccc(-c3cnc4ccccc4n3)c2)cc1	-10	2	2	-6	8	5	2	-2	3	3
COc1ccc(S(=O)(=O)Nc2cc(C)c(O)c(S(=O)(=O)c3ccccc3)c2)cc1	-4	-2	7	-4	-3	0	2	1	-1	-3
O=C1CCCN1CCC12CC3CC(CC(C3)C1)C2	4	8	-1	0	1	-6	5	1	-3	0
COc1ccc(C(=O)NCC(c2ccco2)N2CCc3ccccc32)c(OC)c1 (stereo unspecified)	9	-3	0	2	1	-8	4	0	11	-4
COC(=O)[C@]12C[C@H](CC(=O)N3CCC(c4ccccc4)CC3)C(=O)N(Cc3ccc4c(c3)OCO4)C1=C[C@H](C(C)(C)C)O[C@@H]2C	3	-2	11	-6	0	·	-5	4	4	3
COc1ccc(CCNC(=O)COC(=O)c2ccc(C)s2)cc1OC	12	-4	0	-4	-4	1	-1	0	2	-2
CCS(=O)(=O)N1CCC(C(=O)NCc2ccccn2)CC1	-5	2	-1	2	-1	4	-5	1	4	-1
